KCNQ2 block = KCNQ2 potassium channel inhibitors, primary screen, cell-based, CHO-K1, FluxOR thallium flux, B-score (AID 2156) | actives 1.1% (n = 310,000) | 20 min; active compounds read low | Potassium voltage-gated channel subfamily KQT member 2 (Rattus norvegicus), O88943 | B-score at 10 µM;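 active = fluorescence ratio B-score at most minus 3 library SDs, with starting brightness B-score within 2 library SDs, cut at about -5.5 in these data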
CHT inh = inhibitors of human choline transporter CHT; actives 0.86% (n = 310,000); CHT-expressing cells, membrane potential dye, choline response; active compounds read low; B-score at 10 µM;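 active = B-score over 3 SD under the library average, and starting fluorescence ratio not unusually high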;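 note: choline stimulus applied at its EC90 after an EC20 pre-addition; B-score computed on integrated fluorescence ratio after choline addition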
Target sequence (Q9GZV3 whole entry, looked up): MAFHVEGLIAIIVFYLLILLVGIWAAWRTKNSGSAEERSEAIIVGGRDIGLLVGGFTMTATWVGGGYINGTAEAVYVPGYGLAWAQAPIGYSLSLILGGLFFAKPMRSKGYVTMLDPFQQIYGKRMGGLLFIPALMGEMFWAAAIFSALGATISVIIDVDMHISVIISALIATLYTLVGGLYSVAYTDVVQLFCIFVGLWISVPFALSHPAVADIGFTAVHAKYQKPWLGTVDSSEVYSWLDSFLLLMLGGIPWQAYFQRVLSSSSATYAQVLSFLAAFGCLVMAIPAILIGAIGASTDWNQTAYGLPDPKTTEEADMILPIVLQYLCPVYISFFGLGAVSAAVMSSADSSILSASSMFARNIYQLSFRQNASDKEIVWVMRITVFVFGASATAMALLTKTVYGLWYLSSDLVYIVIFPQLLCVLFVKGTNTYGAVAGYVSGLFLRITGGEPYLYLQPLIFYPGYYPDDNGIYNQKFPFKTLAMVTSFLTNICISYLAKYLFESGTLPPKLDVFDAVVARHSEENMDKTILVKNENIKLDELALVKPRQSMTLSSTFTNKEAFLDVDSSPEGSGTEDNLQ
The depositor's hits bear a star; i = inactive; . = no result given.

Order of results: CHT inh	KCNQ2 block
[1] FC(F)(F)C(F)(F)c1nnc2ccc(-n3ccnc3)nn12
    i	i
[2] COc1cc(/C=C(\C#N)c2nc3c(s2)CCCC3)ccc1O
    i	i
[3] CCN1CCN(C(=O)CS(=O)Cc2nc(-c3ccc(OC)cc3)oc2C)CC1 (configuration not stated)
    i	i
[4] O=C(Nc1ccc(Cl)cn1)C1CCN(S(=O)(=O)c2cccs2)CC1
    i	i
[5] COc1nc(-c2ccc(C)cc2)ccc1-c1noc(-c2ccco2)n1
    i	i
[6] CC1CCN(C(=O)Cn2c(=O)n(-c3ccc(F)cc3)c(=O)c3sccc32)CC1
    i	i
[7] Cc1ccccc1-c1nc(C#N)c(NCc2ccco2)o1
    i	i
[8] COc1ccc(O)c(C(=O)c2cnc3c(c2)c(=O)[nH]c(=O)n3C)c1
    i	i
[9] COc1ccc(-c2cc3c(=O)n(CC(=O)Nc4cccc(Cl)c4)ncn3n2)cc1
    i	i
[10] CC(C)(C)c1ccc(/C=C/C(=O)O)s1
    i	i
[11] O=C(CCCNS(=O)(=O)c1ccc(Cl)c(Cl)c1)NCCc1ccccn1
    i	i
[12] CCOC(=O)c1c(C2CC2)csc1NC(=O)CSCc1c(C)noc1C
    i	i
[13] O=C(CC1SC(=Nc2ccccc2)N(CCc2c[nH]c3ccccc23)C1=O)Nc1ccccc1F (configuration not stated)
    i	-6.7*
[14] Cc1n[nH]c(=O)c2c(NC(=O)CSc3ccc(F)cc3)oc(C)c12
    i	i
[15] CCN(CC)C(=O)c1[nH]cnc1C(=O)N[C@@H](CC(C)C)C(=O)OC(C)(C)C
    i	i
[16] O=S(=O)(CCc1nc2ccccc2o1)c1ccc2ccccc2c1
    i	i
[17] Cc1nnc(Nc2ccc(S(N)(=O)=O)cc2)c2ccccc12
    i	i
[18] COc1ccc(S(=O)(=O)N2CCCC(C(=O)NCc3cccnc3)C2)cc1 (configuration not stated)
    i	i
[19] CCOC(=O)C(NC(=O)CC(C)C)(Nc1sc(C)c(CC)c1C#N)C(F)(F)F (configuration not stated)
    i	i
[20] Cn1c(=O)c2c(nc(Br)n2CC(=O)C23CC4CC(CC(C4)C2)C3)n(C)c1=O
    i	i
[21] COc1cnn(-c2ccc([N+](=O)[O-])cc2)c(=O)c1Cl
    i	i
[22] Cc1nnc2n(-c3ccccc3)c(=O)c3c4c(sc3n12)COC(C(C)C)C4 (configuration not stated)
    i	i
[23] O=C(COc1ccc(S(=O)(=O)N2CCCC2)cc1)NCC1CCCO1 (configuration not stated)
    i	i
[24] CC1CN(S(=O)(=O)c2cccc(C(=O)NNC(=O)C(C)Oc3ccccc3F)c2)CC(C)O1 (configuration not stated)
    i	i
[25] CCOc1ccccc1NC(=O)C(OC(=O)c1ccccc1NS(=O)(=O)c1cccs1)c1ccccc1 (configuration not stated)
    i	i
[26] O=Cc1ccc(-n2cc(C=O)c3ccccc32)cc1
    i	i
[27] CCOC(=O)C1=C(C)Nc2ncnn2C1c1ccc(N(C)C)cc1 (configuration not stated)
    i	i
[28] CCOC(=O)c1c(NC(=O)COC(=O)Cc2ccccc2[N+](=O)[O-])sc(C(=O)N(C)C)c1C
    i	i
[29] O=C(CN1c2cccc3cccc(c23)S1(=O)=O)NCc1ccc2c(c1)OCO2
    i	i
[30] CC(C)c1ccc(NC(=O)CN(Cc2ccccc2)S(C)(=O)=O)cc1
    i	i
[31] CCOCCc1nnc(NC(=O)CCC2CCCCC2)s1
    i	i
[32] CN(C)S(=O)(=O)c1ccc(Cl)c(NC(=O)COC(=O)/C=C/c2cnc3ccccc3n2)c1
    i	i
[33] CCCNCC(O)COc1ccccc1C(=O)CCc1ccccc1 (configuration not stated)
    i	i
[34] CC(NC(=O)c1cccs1)C(=O)NC1=NCCS1 (configuration not stated)
    i	i
[35] COc1cc2cc(CN(Cc3cccnc3)C(=O)Nc3ccccc3)c(=O)[nH]c2cc1OC
    i	i
[36] O=C(CSc1nnc(NC(=O)c2ccc(F)cc2)s1)NC1CCCC1
    i	i
[37] COc1cc(OC)c(OC)cc1CN1CCN(Cc2ccc(C(F)(F)F)cc2)CC1
    i	i
[38] COc1cc(C(=O)NCCC(C)C)c([N+](=O)[O-])cc1OC
    i	i
[39] Cc1cc(CCCCCCCCc2cc(C)cc(=O)o2)oc(=O)c1
    i	i
[40] Cn1cccc1C(C(=O)NC1CCCCC1)N(C(=O)Cc1cccs1)c1ccc2c(c1)OCO2 (configuration not stated)
    i	i
[41] CCN(CC(=O)NCc1cccs1)C(=O)c1cc(S(=O)(=O)NCc2ccccc2)ccc1C
    i	i
[42] C[C@@H]1CC=C[C@H]2[C@H]1C(=O)N(Cc1ccccc1)[C@H]2c1ccc2ccccc2c1
    i	i
[43] CCOc1ccccc1C(=O)Nc1cccc(-c2ccc3nncn3n2)c1
    i	i
[44] CC(=O)Nc1cccc(-c2nnc(-c3ccccc3)o2)c1
    i	i
[45] CC(NC(=O)C1CCN(C(=O)[C@@H]2Cc3ccccc3CN2C(=O)OC(C)(C)C)CC1)c1ccccc1 (some centres not stated)
    i	i
[46] CC(=O)N1CCN(C(=O)c2ccc(NS(=O)(=O)c3ccc4c(c3)OCCO4)cc2)CC1
    i	i
[47] COc1ccc(C2=NN(CC(=O)NCC(OC)OC)C(=O)CC2)cc1
    i	i
[48] O=C(CCN1N=C(c2ccccc2)CCC1=O)NCCCN1CCOCC1
    i	i
[49] COc1ccc(NC(=S)NCCc2c[nH]c3ccccc23)cc1
    i	i
[50] COC(=O)c1sc(-c2ccccc2)cc1NC(=O)c1ccc(F)cc1
    i	i
[51] CCN(CC)S(=O)(=O)c1ccc(N2CCCC2)c(NS(=O)(=O)c2ccc(OC)cc2)c1
    i	i
[52] COc1cc(C(=O)Nc2nc3ccc4nc(C)sc4c3s2)cc(OC)c1OC
    i	i
[53] Nc1ccc(OCc2ccccc2)cc1
    i	i
[54] C/C(=N/NC(=O)CNC(=O)c1ccccn1)c1cccc([N+](=O)[O-])c1
    i	i
[55] CN(C)CCn1c2c(c(SCC(=O)Nc3cccc4ccccc34)nc1=O)CCC2
    i	i
[56] CCN(CC)c1ccc(C(=O)c2cnc(/N=C/N(C)C)s2)cc1
    i	i
[57] O=C(CBr)N1CCc2ccccc2C(c2ccccc2)C1 (configuration not stated)
    i	i
[58] NC(=O)C1CCCN(Cc2ccc3ccccc3c2)C1 (configuration not stated)
    i	i
[59] Cc1cc(C)nc(Sc2ncnc3sc4c(c23)CCC4)n1
    i	i
[60] O=C(Cn1nc(-c2ccc(Cl)cc2)ccc1=O)NCC1CCCO1 (configuration not stated)
    i	i

(list continues)
Order of results: CHT inh	KCNQ2 block
[61] CNC(=S)N1CCN(c2nc(-c3cccc(OC)c3)cs2)CC1
    i	i
[62] CCOC(=O)c1cc2c(=O)n3cccc(C)c3nc2n(CC(C)C)c1=NC(=O)c1ccco1
    i	i
[63] CCCCCC(=O)Nc1nc(C)c(-c2csc(Nc3cc(Cl)ccc3OC)n2)s1
    i	i
[64] Cn1c(CNC(=O)c2ccc3c(c2)OCO3)nnc1SCC(=O)Nc1ccc(F)cc1
    i	i
[65] CCOc1ccc(NC(=O)CCNS(=O)(=O)c2ccc3c(c2)CC(C)N3C(C)=O)cc1 (configuration not stated)
    i	i
[66] Cc1onc(-c2c(F)cccc2Cl)c1C(=O)NCC1COc2ccccc2O1 (configuration not stated)
    i	i
[67] O=C(c1ccccc1Oc1nnnn1-c1ccccc1)N1CCOCC1
    i	i
[68] COc1ccc(N2CCN(C(=O)c3cc(C)on3)CC2)cc1
    i	i
[69] O=C(CSc1nnnn1-c1ccccc1)N1CCCc2ccccc21
    i	i
[70] CCOc1ccc(NC(=S)NC2CC3CCC(C2)N3Cc2ccco2)cc1 (configuration not stated)
    i	i
[71] CC1=C(C(=O)OCc2ccccc2)C(c2ccc(Br)cc2)NC(=O)N1CCCCCC(=O)O (configuration not stated)
    i	i
[72] CCOc1ccc(NC(=O)CSc2nnc(C)n2CC)cc1
    i	i
[73] CCCc1ncc(C[n+]2ccccc2C)c(N)n1
    i	.
[74] Cc1ccc(C(=O)N/N=C\C=C\c2ccc(Br)cc2)cn1
    i	i
[75] CCOC(=O)c1sc2nc(NC(=O)C3CC3)sc2c1C
    i	i
[76] Cc1c(C(=O)N2CCN(C(=O)c3ccco3)CC2)oc2c(Cl)cccc12
    i	i
[77] Cc1ccc(OC(=O)CCC(=O)Nc2ccc(S(=O)(=O)Nc3cc(C)on3)cc2)cc1
    i	i
[78] COC(=O)CNC(=O)C1(C)C=CCN1C(=O)c1ccccc1 (configuration not stated)
    i	i
[79] CCC(=O)Nc1ccc(NC(=O)CSc2nnnn2Cc2ccccc2)cc1C
    .	i
[80] CC(=O)N1c2ccc(C)cc2C(c2ccccc2)CC1C (configuration not stated)
    i	i
[81] CC(=O)Nc1cc(-c2ccc(Cl)cc2)nn1-c1ccccc1
    i	i
[82] COc1ccc(NC(=O)N2CCCC(CCC(=O)N(C)CCc3ccccn3)C2)cc1 (configuration not stated)
    i	i
[83] Cc1ccccc1Oc1ncnc2sccc12
    i	i
[84] Cc1ccc2c(c1)c1c(n2CC(O)Cn2nc(C)c(Br)c2C)C(=O)CCC1 (configuration not stated)
    i	i
[85] O=C(COC(=O)c1ccc(O)cc1)Nc1cc(C(F)(F)F)ccc1Cl
    i	i
[86] Cc1nc2c(C(=O)N3CCCCC3)cnn2c(C)c1Cc1ccccc1F
    i	i
[87] COc1cccc(C(=O)N2CCN(S(=O)(=O)Cc3ccccc3)CC2)c1
    i	i
[88] Cc1ccc(C)c(C2C(C#N)=C(N)Oc3cc(C)oc(=O)c32)c1 (configuration not stated)
    i	i
[89] CCOc1ccc(NC(=O)COC(=O)c2ccc3c(c2)C(=O)N(CCc2ccccc2)C3=O)cc1
    i	i
[90] CCOC(=O)c1[nH]c2ccccc2c1NC(=O)c1ccc(S(=O)(=O)N2CCCCC2)cc1
    i	i
[91] CCOc1ccc(CN2CCNC(=O)C2CC(=O)NCCc2cnccn2)cc1 (configuration not stated)
    i	i
[92] O=C(CCc1ccccc1)NNC(=O)COc1ccccc1Cl
    i	i
[93] CN(C)CCCNS(=O)(=O)c1ccc(Oc2ncc(C(F)(F)F)cc2Cl)cc1
    i	i
[94] CCOC(=O)C1=C(COC(=O)c2ccc(OC(C)C)cc2)NC(=O)NC1C (configuration not stated)
    -9.7*	i
[95] CC1=C(C(=O)Nc2nc3ccccc3s2)C(c2ccco2)C(C#N)=C(SCC(=O)NC2CCCCC2)N1 (configuration not stated)
    i	i
[96] COc1ccc(CNC(=O)C2(CC3CC(c4ccccc4)=NO3)CCN(C(=O)CCCCCBr)CC2)cc1 (configuration not stated)
    i	i
[97] Nc1ncnc2c1ncn2[C@H]1C[C@H](O)[C@@H](COP(=O)(O)O)O1
    i	i
[98] CC(=O)c1ccc(OC(=O)/C=C/c2ccccc2)cc1
    i	i
[99] O=C(O)C1CCN(C(=O)c2scc3c2OCCO3)CC1
    i	i
[100] Cc1ccccc1CN1CCN(C(=O)c2cccc3ccccc23)CC1
    i	i
[101] NS(=O)(=O)c1cc(C(=O)OCC(=O)NC2CC2)ccc1Cl
    i	i
[102] COC(=O)c1ccc(COC(=O)C23CC4CC(CC(O)(C4)C2)C3)o1
    i	i
[103] Cc1ccc2[nH]c(O)c(N=NC(=O)c3ccc(NS(=O)(=O)c4cccs4)cc3)c2c1
    i	i
[104] CCCCN(CC)CCNC(=O)c1ccc2c(Cl)c3c(nc2c1)CCC3
    i	i
[105] O=C(CNC(=O)c1ccc(Br)o1)Nc1cccc(S(=O)(=O)N2CCOCC2)c1
    i	i
[106] Cc1ccc(CSCC(=O)N(C)CC(=O)Nc2ccc(Cl)c(Cl)c2)cc1
    i	i
[107] CCOc1ccc(CCNC(=O)CCc2nnc3ccc(N4CCCC4)nn23)cc1OCC
    i	i
[108] COC(=O)C1=C(C)N(C)C(=O)NC1c1ccc(O)c(Cl)c1 (configuration not stated)
    i	i
[109] CCOc1ccc(CNC(=O)c2ccc(Sc3ccc(Cl)cc3)c(NC(C)=O)c2)cc1
    i	i
[110] CC(C)(C)c1cc(C(=O)Nc2ccc(F)cc2)n(Cc2ccc(F)cc2)n1
    i	-5.9*
[111] C=CCn1cccc(C(=O)Nc2ccc(F)cc2)c1=O
    i	i
[112] COc1cccc(CNS(=O)(=O)c2ccc3c(c2)CC(C)N3C(=O)C2CC2)c1 (configuration not stated)
    i	i
[113] COc1cccc2cc(C(=O)c3ccc([N+](=O)[O-])cc3)oc12
    i	i
[114] CCOC(=O)CCC(=O)NCc1ccc2[nH]c(C)cc2c1
    i	i
[115] CC(=O)Oc1cccc(N2C(=O)CC(Nc3ccc(N4CCOCC4)cc3)C2=O)c1 (configuration not stated)
    i	i
[116] CC(CN1CCOCC1)OC(=O)c1cccs1 (configuration not stated)
    i	i
[117] CSc1nc2ccccc2nc1N(C)S(=O)(=O)c1ccc(C)cc1
    i	i
[118] O=c1cc(Cn2ccnc2)c2cc(O)ccc2o1
    i	i
[119] O=C(Nc1ccc2[nH]ncc2c1)c1ccccc1Br
    i	i

Entries above that contain a furan ring, fused or not:
Order of results: CHT inh	KCNQ2 block
[5] COc1nc(-c2ccc(C)cc2)ccc1-c1noc(-c2ccco2)n1
    i	i
[7] Cc1ccccc1-c1nc(C#N)c(NCc2ccco2)o1
    i	i
[14] Cc1n[nH]c(=O)c2c(NC(=O)CSc3ccc(F)cc3)oc(C)c12
    i	i
[62] CCOC(=O)c1cc2c(=O)n3cccc(C)c3nc2n(CC(C)C)c1=NC(=O)c1ccco1
    i	i
[70] CCOc1ccc(NC(=S)NC2CC3CCC(C2)N3Cc2ccco2)cc1 (configuration not stated)
    i	i
[76] Cc1c(C(=O)N2CCN(C(=O)c3ccco3)CC2)oc2c(Cl)cccc12
    i	i
[95] CC1=C(C(=O)Nc2nc3ccccc3s2)C(c2ccco2)C(C#N)=C(SCC(=O)NC2CCCCC2)N1 (configuration not stated)
    i	i
[102] COC(=O)c1ccc(COC(=O)C23CC4CC(CC(O)(C4)C2)C3)o1
    i	i
[105] O=C(CNC(=O)c1ccc(Br)o1)Nc1cccc(S(=O)(=O)N2CCOCC2)c1
    i	i
[113] COc1cccc2cc(C(=O)c3ccc([N+](=O)[O-])cc3)oc12
    i	i

Source: PubChem
